PGC1a acetyl inh: PGC1a acetylation modulation, inhibitor mode; inhibition, % at 15.6 µM; U2OS PGC1a acetylation, AlphaScreen anti-acetyl-lysine; with virally co-expressed GCN5 acetyltransferase; 350,000 tested, 0.17% active; AID 651687;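 active means every replicate shows inhibition of at least 40%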;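 further: 0% = neutral control wells and 100% = positive control wells; some results beyond the cut were filed as inactive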
Cneo AK release: Cryptococcus neoformans lysis via adenylate kinase release. 360,000 tested, 0.2% active. C. neoformans lysis, adenylate kinase release luminescence, 4 h; normalised: neutral wells 0, clomiphene wells 100. lysis activity, % at 15 µM;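 active means mean lysis activity across replicates of at least 80%, whatever share of replicates individually reach that level; inactive means mean lysis activity below 80%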
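Assay system: C. neoformans cells. Amount: yeast cell density of 5 × 10^6 cells/mL. Technique: AK luminescence. Buffer or medium: YPD. Times: static 4 h at 37 °C with compound, 1 h detection. Dosing: single-point compound dose. Read-out: lysis from increased AK signal.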
Statin myotox sup: protects C2C12 myotubes from simvastatin toxicity; ATP luminescence, 48 h; scaled: DMSO 0, geranylgeraniol control 100; rescue of ATP level, % at 7.49 µM; 330,000 tested, 0.78% active;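 active means mean ATP rescue above about 67%, or every replicate alone reaching that limit, limit read from the data, passing the limit was not always enough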;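 further: myotubes were challenged with 10 µM simvastatin during compound exposure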
The depositor's hits bear a star. An excerpt; count on the stated rates, not on these rows.

SMILES	PGC1a acetyl inh	Cneo AK release	Statin myotox sup
COc1cc(C(=O)NC(=S)Nc2ccc3oc(=O)ccc3c2)cc(OC)c1OC	-7	-1	-30
CCNC(=O)CCCOc1ccc(Cl)cc1Cl	-1	0	-6
COc1ccnc(CSC(N)=Nc2ccc(F)cc2)c1	3	-6	-38
COc1ccccc1OCCC(=O)OCCN1C(=O)c2ccccc2C1=O	7	0	-13
Cc1nc(-c2ccccc2)nc2[nH]ccc(=O)c12	-8	-11	-3
COc1ccc(S(=O)(=O)/N=C2/C=CC(=O)C(C)=C2C)cc1	2	0	4
O=C(NCc1ccccc1Cl)c1ccc2nc([C@H]3C[C@H](O)[C@@H](CO)O3)[nH]c2c1	-3	2	-6
C=CCOc1ccc(CNn2cn[nH]c2=S)cc1OCC	2	-5	5
CCOC(=O)c1ccccc1NC(=O)Cn1cnc2c(cnn2C(C)(C)C)c1=O	-3	-19	-10
CCOC(=O)c1ccc(-c2cccc(C(F)(F)F)c2)nc1C	0	0	6
CC1CCCC(NC(=O)CN2CCN(Cc3ccc(Cl)cc3)C2=O)C1C (centres undefined)	-4	18	5
Cc1ccccc1OCc1nnc(SCC(=O)Nc2ccc(N3CCOCC3)c(Cl)c2)n1C	-9	2	4
COC(=O)c1cc2oc(C)cc2n1CC(=O)Nc1cc(C)cc(C)c1	-12	3	8
Clc1ccc(OCc2cc(-c3ccccc3)no2)c(Cl)c1	-4	-3	-5
CCOc1cc(CNc2ccc(O)cc2)cc(Br)c1OCc1ccccc1F	3	-1	-19
O=C(Nc1nnc(CC(=O)N2CCOCC2)s1)c1cccs1	-17	1	21
O=C1CCCCC(=O)N(c2ccccc2)c2ccccc21	-13	1	4
COc1ccc(C2(C(=O)NC(C)C)CCCC2)cc1OC	-1	-1	-9
COC(=O)c1ccc(COc2nc(C)cc(C)c2C#N)o1	8	1	10
CCC(C)(C(=O)NC1CCCC1)N(C(=O)c1ccccn1)c1ccccc1 (centres undefined)	-11	0	-13

Limited to PGC1a acetyl inh and Cneo AK release, for seven of the compounds above:
Structure	PGC1a acetyl inh	Cneo AK release
C=CCOc1ccc(CNn2cn[nH]c2=S)cc1OCC	2	-5
COc1ccc(S(=O)(=O)/N=C2/C=CC(=O)C(C)=C2C)cc1	2	0
Cc1nc(-c2ccccc2)nc2[nH]ccc(=O)c12	-8	-11
CCOc1cc(CNc2ccc(O)cc2)cc(Br)c1OCc1ccccc1F	3	-1
CCOC(=O)c1ccccc1NC(=O)Cn1cnc2c(cnn2C(C)(C)C)c1=O	-3	-19
CC1CCCC(NC(=O)CN2CCN(Cc3ccc(Cl)cc3)C2=O)C1C (centres undefined)	-4	18
O=C(NCc1ccccc1Cl)c1ccc2nc([C@H]3C[C@H](O)[C@@H](CO)O3)[nH]c2c1	-3	2

Further results follow:
SMILES	PGC1a acetyl inh	Cneo AK release	Statin myotox sup
Cc1ccc(S(=O)(=O)CCC(=O)c2ccc(O)cc2O)cc1	-1	2	-1
O=C1c2[nH]nc(-c3ccccc3O)c2C(c2ccc(F)cc2)N1Cc1ccco1 (centres undefined)	-30	1	21
CC1CN(Cc2ccc(Cl)cc2Cl)CC(C)O1 (centres undefined)	-16	1	5
CC(C)CNS(=O)(=O)c1ccc(CCC(=O)N2CCN(Cc3ccccc3)CC2)cc1	1	3	-2
Cc1ccc(CSc2ncnc3c2cnn3Cc2ccccc2)cc1C	4	0	-7
Cc1ccc(-c2ccc(/C=N/N=C3/NC(=O)C(CC(=O)O)S3)o2)c([N+](=O)[O-])c1 (centres undefined)	4	-7	11
O=C(Cn1nnc(-c2ccc3c(c2)OCO3)n1)NCc1ccco1	-2	1	-2
COc1ccc(O)c(/C=N/c2sc(C)c(C)c2C#N)c1	0	2	1
Cn1nc(C(F)(F)F)c(C(=O)Nc2ccc(F)cc2F)c1Sc1cccc(C(F)(F)F)c1	-19	-1	-4
c1ccc(-c2nc(NCCCN3CCOCC3)c3ccccc3n2)cc1	5	-3	-26
CNC(=O)CN(c1ccc(OC)cc1)S(=O)(=O)c1ccc(F)cc1	-9	-2	8
Cc1ccccc1C(=O)Nc1ccccn1	0	0	-3
CCNS(=O)(=O)c1ccc(C)c(-n2cnnn2)c1C	3	2	9
O=C(c1scc2c1CCCC2)N1CCOCC1	34	0	-7
Fc1ccccc1Cn1nnc2c(NCCc3ccccn3)ncnc21	1	-2	1
Cc1ccc(C(=O)CNc2nc3c(c(=O)[nH]c(=O)n3C)n2Cc2ccccc2)cc1	1	-5	10
C=CCOc1c(Br)cc(C2NC(=O)NC(C)=C2C(C)=O)cc1OCC (centres undefined)	-5	0	25
Cc1ccc(NC2=NC3(CCCCC3)N=C(N)N2)c(C)c1	20	0	-6
CC(C)CCN1CC(C(=O)NCc2ccccc2)CC1=O (centres undefined)	-5	0	-3
CCN(CC)CCNC(=O)Cn1nc(Cc2ccccc2)c2ccccc2c1=O	-4	0	19
Cc1[nH]nc(-c2ccc(O)cc2O)c1-c1ccc(Cl)cc1	9	1	10
CCOC(=O)c1nnc(-c2ccc(C)cc2)nc1Sc1ccccc1Cl	-3	0	-3
Cc1cc(O)c(C(C)C)cc1NC1=NS(=O)(=O)c2ccccc21	-4	0	4
CCc1ccc2c(COC(=O)c3n[nH]c4ccccc34)cc(=O)oc2c1	-14	-5	1
Cc1sc2nc(C(C)C)oc(=O)c2c1C	-4	3	-4
O=C(O)c1c[nH]c2ccc(S(=O)(=O)N3CCOCC3)cc12	-3	4	107*
CCC1C(=O)N(c2nc(C)cc(C)n2)N=C1C (centres undefined)	-2	13	-10
COc1cc(C)ccc1OCCCOc1cc(C)ccc1Cl	-13	-2	156*
Cc1ccc(N2C(=O)CC(c3ccsc3)C3=C2CC(C)(C)CC3=O)cc1 (centres undefined)	-15	-2	2
CCO/N=C(\C)c1c(O)c(CC)c(-c2ccccc2)n(-c2ccccc2)c1=O	-9	3	13
Cc1cc(C)c(OCC(=O)Nc2nnn(C)n2)c(Br)c1	-5	-1	6
COc1ccc(Nc2oc(-c3ccc(Cl)cc3)nc2C#N)cc1	-7	-1	-30
Cc1ccc(NC(=O)C(C)N2C(=O)c3ccccc3C2=O)cc1 (centres undefined)	-1	-4	19
CC1(N2CCOCC2)CC2(O)C(=[N+]1[O-])CCc1c2no[n+]1[O-] (centres undefined)	18	-2	-3
COC(=O)c1ccc(Oc2nc(N(C)C)nc(N3CCOCC3)n2)cc1	-5	-2	-13
COc1cc(C=O)ccc1OCCCOc1ccccc1C(=O)O	0	-1	-6
Cc1noc(C)c1C(=O)NCCc1ccccc1	0	3	1
O=C1CC(c2ccccc2)CC(O)=C1C=NCCN1CCNCC1 (centres undefined)	3	1	-10
CC(C)Cn1cnc2c1c(=O)n(CC(=O)Nc1ccc3c(c1)OCO3)c(=O)n2Cc1ccccc1	-1	-2	9
CCOC(=O)c1c(N)c(C#N)cn1-c1ccccc1	21	2	-2

Overlap with the part before: 5 entries; new compounds follow.
SMILES	PGC1a acetyl inh	Cneo AK release	Statin myotox sup
COc1cc(C=O)ccc1OCCCOc1ccccc1C(=O)O	0	-1	-6
Cc1noc(C)c1C(=O)NCCc1ccccc1	0	3	1
O=C1CC(c2ccccc2)CC(O)=C1C=NCCN1CCNCC1 (centres undefined)	3	1	-10
CC(C)Cn1cnc2c1c(=O)n(CC(=O)Nc1ccc3c(c1)OCO3)c(=O)n2Cc1ccccc1	-1	-2	9
CCOC(=O)c1c(N)c(C#N)cn1-c1ccccc1	21	2	-2
Cc1ccccc1OCc1nc2ccc(S(=O)(=O)N3CCOCC3)cc2[nH]1	-2	-1	-1
COc1cc2oc3ccccc3c2cc1N(CC(=O)N(C)C)S(=O)(=O)c1ccc(C)cc1	5	-4	-2
O=C(NCc1ccc(Cl)cc1)c1noc2c1CCCCC2	13	0	-2
O=C(NCCc1ccco1)c1nn(Cc2ccccc2)c(=O)c2ccccc12	-12	1	23
COc1ccc(C(=O)NCCc2nnc(SCC(=O)Nc3ccc(Br)cc3)n2C)cc1	-10	-6	12
CC(=O)Nc1cccc2c1OCCO2	-10	-1	9
CCCCCOC(=O)c1cc(=O)[nH]c2ccccc12	2	1	16
CCCCn1c(=S)[nH]c2cc(S(=O)(=O)N3CCCCC3)ccc21	-6	-1	17
Cc1nnc(SCc2ccccc2C#N)n1-c1ccccc1	3	-1	16
CCCCCC(=O)Nc1ccc2oc(-c3cncc(Br)c3)nc2c1	-4	0	-26
Cc1cc(SCCC(=O)O)nc2ccccc12	14	-2	11
S=C1NC2=C(C(c3ccc(Br)cc3)N1)N1CCC2CC1 (centres undefined)	-7	-1	4
CCOC(=O)/C(C#N)=C/c1ccc(OCC(=O)Nc2ccccc2)c(OC)c1	-9	-1	2
CCS(=O)(=O)c1ccc2c(c1)N(S(C)(=O)=O)CC(C(=O)NCc1ccccc1OC)O2 (centres undefined)	2	-1	12
CCOC(=O)NCc1ccc2c(c1)cc(C)n2C	8	-1	-5
COc1cccc(C(=O)CN2CCN(S(=O)(=O)c3ccc(Br)cc3)CC2)c1	5	0	3
Cc1ccc(-n2nc(N)c3c(=O)oc(N(C)C)nc32)cc1	9	-1	-3
COc1ccc2c(c1)Sc1ccccc1N2CCN(C)C	2	3	-63
O=C(NCc1ccc2c(c1)OCO2)C1CC(c2ccc(Cl)c(Cl)c2)=NO1 (centres undefined)	-13	-1	1
O=C(Nc1ccnc(-c2cccnc2)n1)c1ccccc1Cl	10	-1	14
CC(=O)c1c(C)n([O-])c2ccc(C)cc2[n+]1=O	8	2	1
Cc1cc(NC(=O)c2ccc(Cl)cc2)no1	16	-2	0
CC(=O)N(Cc1ccc2c(c1)OCO2)C1CC(=O)N(CCc2ccccc2)C1=O (centres undefined)	4	3	-3
CN1CCN(S(=O)(=O)c2ccc(NC(=O)c3ccc(F)cc3)cc2)CC1	-7	3	0
Cc1ccc(NC(=S)NCCc2c[nH]c3ccccc23)cc1	-15	2	9
Cc1cnc(C(=O)Nc2cccc3cccnc23)cn1	-15	1	-5
C=CCOc1ccc(/C(O)=C2\C(=O)C(=O)N(CCCOC)C2c2ccc(O)c(OC)c2)cc1 (centres undefined)	-3	-1	1
O=C(NNC(=O)c1ccc2c(c1)OCO2)NC1CCCCC1	0	-2	2
CCOC(=O)C1=C(C)NC(SC)=NC1c1ccc(OC)cc1 (centres undefined)	-1	2	5
Cc1cc(NC(=O)CSc2nnc(-c3ccc4c(c3)OCCO4)o2)no1	-3	0	-2
Cc1ncc(CO)c2c1Oc1nc(-c3ccccc3F)nc(SCC(=O)N(C)c3ccccc3)c1C2	-6	6	7
C=CCN(CC=C)S(=O)(=O)c1ccc(NC(=O)COc2ccccc2OC)cc1	3	-1	2
N#CCCN1CCN(Cn2c3ccccc3c3ccccc32)CC1	6	1	114*
O=C(NCc1ccco1)c1nc2nc(-c3cccs3)cc(C(F)(F)F)n2n1	6	0	0
COc1ccccc1-c1n[nH]c(=S)o1	3	0	0
CCN(CC)S(=O)(=O)c1cc(F)ccc1OC	-2	1	18
Cc1cn2nc(N)c3ccccc3c2n1	6	0	-3
CN1CCN(C2=C(Cl)C(=O)N(c3ccc(Cl)c(Cl)c3)C2=O)CC1	2	-2	20
Cn1c(N)c(C(=O)NCc2ccccc2Cl)sc1=S	-5	-1	2
CC(C)CN(C(=O)COC(=O)c1ccc2c(c1)NC(=O)CS2)C1CCS(=O)(=O)C1 (centres undefined)	-17	-7	7
CCN(CC)S(=O)(=O)c1cc(C(=O)NC2=NCCS2)ccc1Cl	6	-1	-10
CCCCn1c(SCC(=O)c2ccc(OCC)cc2)nc2cc(S(N)(=O)=O)ccc21	-1	1	29
O=C(c1ccc(COc2ccccc2Cl)o1)N1CCCC1	-7	-15	14
CC(C)c1ccccc1NC(=O)CCCC(=O)O	16	2	-14
Cc1oc(-c2ccccc2)nc1C(=O)OCC(=O)NC(=O)NCC(C)C	-1	6	10
O=C(Nc1nc(-c2ccccn2)cs1)c1ncc(Cl)c(Cl)c1Cl	15	-2	-1
O=C(Nc1ccc(Br)cc1)c1cccc(NC(=O)C2C3CC4OC(=O)C2C4C3)c1 (centres undefined)	-6	1	-14
CCOC(=O)C1CCN(CCC(=O)Nc2ccccc2Cl)CC1	-3	-3	2
CCN1c2ccccc2-c2nc3ccccc3n2C1c1ccccn1 (centres undefined)	-30	1	-8
Cc1ccc(N2CC(C(=O)Nc3ccccn3)CC2=O)cc1 (centres undefined)	7	1	2
Cc1ccc(C(=O)N/C(=C\c2cccs2)C(=O)N2CCCCCC2)cc1	-1	-5	-2
COc1cccc(C2C(C(=O)c3sc(C)nc3C)=C(O)C(=O)N2CCN2CCOCC2)c1 (centres undefined)	3	6	11
Cn1c(=O)c2cn(-c3ccccc3)cc2n(C)c1=O	-3	-5	-7
CCCc1cc(=O)n2[nH]c(NCc3c(Cl)cccc3Cl)nc2n1	5	2	-2
CC1=NN(c2ccccc2)C(=O)C1N=Nc1ccc(N)cc1 (centres undefined)	6	0	-11
CC1(C)NC(C)(C)c2nonc2/C1=N\O	5	-1	1
CCN(CC)S(=O)(=O)c1ccc(NC(=O)Cn2cnc3ccccc3c2=O)cc1	-14	-13	-9
O=C(c1cnn2c(C(F)F)cc(-c3ccccc3)nc12)N1CCOCC1	-2	1	2
CCN1C(=O)C2(C(C#N)=C(N)Oc3cc(C)oc(=O)c32)c2ccccc21 (centres undefined)	-1	-3	7
Cc1ccc(/C=C/c2nnc(-c3ccccc3)o2)cc1	-1	-5	2

2 entries from above, with values under each structure.
Every second line gives: PGC1a acetyl inh, Cneo AK release, Statin myotox sup
> O=C(Nc1ccc(Br)cc1)c1cccc(NC(=O)C2C3CC4OC(=O)C2C4C3)c1 (centres undefined)
    -6, 1, -14
> O=C(Nc1nc(-c2ccccn2)cs1)c1ncc(Cl)c(Cl)c1Cl
    15, -2, -1
